Pf apPOL inh: Pf-apPOL DNA polymerase inhibition; inhibition, % at 10 µM; Recombinant Pf-apPOL, molecular beacon fluorescence, 1.5 h; 210,000 tested, 0.25% active
mHTT-CaM PPI inh: disrupts binding of mutant huntingtin to calmodulin | P42858 | AlphaScreen His-mHTT/GST-CaM binding, luminescence | inhibition, % at 15 µM | 190,000 tested, 3.6% active;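 also: 0% = both proteins with DMSO and 100% = one protein alone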
Target sequence (P42858 whole entry, looked up, stated change not applied): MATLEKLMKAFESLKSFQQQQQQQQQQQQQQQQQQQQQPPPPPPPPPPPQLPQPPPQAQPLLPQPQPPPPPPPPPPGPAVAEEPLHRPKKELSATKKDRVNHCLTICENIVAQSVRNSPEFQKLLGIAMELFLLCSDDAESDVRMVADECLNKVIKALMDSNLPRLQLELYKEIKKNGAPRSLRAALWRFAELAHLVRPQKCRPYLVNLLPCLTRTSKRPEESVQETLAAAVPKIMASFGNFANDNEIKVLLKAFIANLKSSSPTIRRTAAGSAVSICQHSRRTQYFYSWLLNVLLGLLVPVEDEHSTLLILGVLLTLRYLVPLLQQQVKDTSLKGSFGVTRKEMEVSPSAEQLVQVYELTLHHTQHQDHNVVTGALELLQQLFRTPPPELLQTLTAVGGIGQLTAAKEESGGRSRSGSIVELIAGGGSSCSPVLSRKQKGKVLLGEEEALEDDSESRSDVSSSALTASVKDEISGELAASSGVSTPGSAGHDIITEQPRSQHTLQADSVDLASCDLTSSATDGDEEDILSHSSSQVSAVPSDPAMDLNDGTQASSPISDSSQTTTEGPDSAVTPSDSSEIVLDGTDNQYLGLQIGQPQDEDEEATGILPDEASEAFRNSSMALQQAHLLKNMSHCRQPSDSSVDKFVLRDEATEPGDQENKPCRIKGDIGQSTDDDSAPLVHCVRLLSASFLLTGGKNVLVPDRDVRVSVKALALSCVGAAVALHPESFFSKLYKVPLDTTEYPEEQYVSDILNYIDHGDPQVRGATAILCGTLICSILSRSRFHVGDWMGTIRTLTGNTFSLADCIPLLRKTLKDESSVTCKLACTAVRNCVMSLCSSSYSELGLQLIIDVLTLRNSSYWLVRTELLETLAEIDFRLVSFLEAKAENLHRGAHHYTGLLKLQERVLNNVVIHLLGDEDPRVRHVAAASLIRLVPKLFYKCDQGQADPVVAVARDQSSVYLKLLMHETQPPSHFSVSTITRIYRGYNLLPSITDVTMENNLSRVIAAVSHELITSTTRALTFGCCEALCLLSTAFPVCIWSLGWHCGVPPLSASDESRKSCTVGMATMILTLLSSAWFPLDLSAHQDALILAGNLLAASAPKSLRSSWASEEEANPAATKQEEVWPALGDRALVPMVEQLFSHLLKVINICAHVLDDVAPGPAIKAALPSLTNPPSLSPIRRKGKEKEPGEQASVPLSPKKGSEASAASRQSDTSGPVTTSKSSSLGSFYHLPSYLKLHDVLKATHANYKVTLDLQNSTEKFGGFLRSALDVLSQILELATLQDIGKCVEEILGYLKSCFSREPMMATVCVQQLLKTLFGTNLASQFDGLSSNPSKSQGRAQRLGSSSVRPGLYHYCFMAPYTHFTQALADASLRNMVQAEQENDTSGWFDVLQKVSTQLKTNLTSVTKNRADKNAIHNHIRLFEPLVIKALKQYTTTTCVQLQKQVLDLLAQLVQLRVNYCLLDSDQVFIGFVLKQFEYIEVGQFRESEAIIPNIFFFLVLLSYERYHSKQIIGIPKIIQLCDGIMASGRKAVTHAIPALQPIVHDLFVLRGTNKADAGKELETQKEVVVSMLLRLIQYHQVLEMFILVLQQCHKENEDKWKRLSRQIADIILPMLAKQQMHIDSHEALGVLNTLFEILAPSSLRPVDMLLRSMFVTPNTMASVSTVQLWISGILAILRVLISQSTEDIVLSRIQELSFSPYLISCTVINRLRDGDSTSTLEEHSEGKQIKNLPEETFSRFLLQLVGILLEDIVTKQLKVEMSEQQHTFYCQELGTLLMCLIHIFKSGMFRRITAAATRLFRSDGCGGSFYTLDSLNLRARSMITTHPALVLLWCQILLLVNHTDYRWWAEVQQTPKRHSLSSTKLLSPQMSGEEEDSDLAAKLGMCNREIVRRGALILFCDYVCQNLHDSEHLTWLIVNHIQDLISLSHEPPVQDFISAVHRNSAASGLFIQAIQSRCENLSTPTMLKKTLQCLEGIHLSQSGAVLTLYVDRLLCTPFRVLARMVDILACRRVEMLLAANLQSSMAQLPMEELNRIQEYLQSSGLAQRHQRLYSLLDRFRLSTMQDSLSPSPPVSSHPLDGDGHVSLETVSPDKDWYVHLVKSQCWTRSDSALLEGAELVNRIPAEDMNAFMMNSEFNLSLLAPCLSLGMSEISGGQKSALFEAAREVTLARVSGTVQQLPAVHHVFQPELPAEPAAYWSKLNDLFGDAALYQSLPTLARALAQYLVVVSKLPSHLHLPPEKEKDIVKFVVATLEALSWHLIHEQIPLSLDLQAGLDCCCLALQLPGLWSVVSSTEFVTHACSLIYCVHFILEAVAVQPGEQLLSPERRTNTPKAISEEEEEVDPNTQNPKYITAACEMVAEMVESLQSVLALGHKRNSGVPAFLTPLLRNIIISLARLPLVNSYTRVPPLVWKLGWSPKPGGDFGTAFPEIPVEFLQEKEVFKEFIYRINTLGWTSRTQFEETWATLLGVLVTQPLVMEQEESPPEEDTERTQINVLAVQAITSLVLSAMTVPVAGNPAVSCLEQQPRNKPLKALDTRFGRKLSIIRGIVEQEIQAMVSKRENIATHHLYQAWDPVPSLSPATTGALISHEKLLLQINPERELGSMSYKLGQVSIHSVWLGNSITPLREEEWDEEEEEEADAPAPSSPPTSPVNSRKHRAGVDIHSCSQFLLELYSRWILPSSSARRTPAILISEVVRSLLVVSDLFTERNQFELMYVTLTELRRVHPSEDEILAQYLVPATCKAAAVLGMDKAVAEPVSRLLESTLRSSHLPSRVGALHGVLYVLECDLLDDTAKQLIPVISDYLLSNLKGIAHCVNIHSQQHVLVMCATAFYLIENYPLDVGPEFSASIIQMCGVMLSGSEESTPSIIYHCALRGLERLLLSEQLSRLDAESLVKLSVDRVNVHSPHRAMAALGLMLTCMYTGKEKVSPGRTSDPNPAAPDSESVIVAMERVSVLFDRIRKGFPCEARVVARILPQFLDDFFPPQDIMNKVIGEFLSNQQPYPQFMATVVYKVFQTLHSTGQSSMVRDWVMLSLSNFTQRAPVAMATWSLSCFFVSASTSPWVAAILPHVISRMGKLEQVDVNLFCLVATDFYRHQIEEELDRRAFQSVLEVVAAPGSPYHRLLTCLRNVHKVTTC
The depositor's hits bear a star; x = not tested or not shown; & = joins results of further samples. Rule as the data show it: active = inhibition above about 50%; inactive = the rest.

SMILES	Pf apPOL inh	mHTT-CaM PPI inh
CC(=O)N1c2c(cc(Br)cc2S(=O)(=O)Nc2ccc3c(c2)OCCO3)CC1C (centres undefined)	-7	8
O=C(CCCc1ccccc1)Nc1ccccc1Cl	-6	-27
Cn1c(=O)c2c(nc(Sc3n[nH]c(N)n3)n2Cc2ccccc2Cl)n(C)c1=O	-2	5
Cc1cccc(C2CCCN2C(=O)Cn2nc(C(F)(F)F)cc2C)c1 (centres undefined)	-3	-4
CN(C)C(=O)C1CCN(c2nc3ccc(-c4ccccc4)nc3s2)CC1	0	8
COc1ccccc1Nc1ncnc2ccc(Br)cc12	10	-8
Cc1ccc(Cl)cc1NC(=O)CCC(=O)Nc1cc(Cl)ccc1C	4	1
O=C(NC(c1ccccc1)c1ccccc1)c1ccccn1	8	-20
C=CCSC1=C(C#N)C(c2ccccc2Cl)CC(=O)N1 (centres undefined)	-5	-4
O=C(CSCc1ccccc1)Nc1nnc(-c2ccc(OC(F)(F)F)cc2)o1	-31	-14
CCC(C(=O)N1CCc2cn(CCOC)c3cccc(c23)C1)c1ccccc1 (centres undefined)	-3	63*
CN(C(=O)Cn1cnc2c(-c3ccccc3)csc2c1=O)c1ccc(F)cc1	-3	-7
c1cnn(-c2cc(N3CCCC3)ncn2)c1	-9	4
CCCN1CCc2nc(Nc3cc(OC)cc(OC)c3)ncc2C1	0	7
O=S(=O)(Oc1ccc(C2SCCS2)cc1)c1cc(Cl)ccc1Cl	-12	x
Cc1cc(-c2nnc(NC(=O)CN3C(=O)c4ccccc4C3=O)o2)nn1C	-3	44
CC(C)CC(=O)Nc1ccncc1	-9	-4
O=C(COc1ccc(F)cc1F)Nc1cccc(-c2ccc(N3CCOCC3)nn2)c1	-1	-2
COc1ccc(-c2c(C)oc3c4c(ccc3c2=O)OCN(C(C)C)C4)cc1	-9	5
COCC(=O)N1CCC2(CC1)SCC(=O)N2c1ccc(C)cc1	0	3
Cc1cc(C)n(-c2nc(-c3ccc(Br)cc3)cs2)n1	9	x
O=C(CSc1n[nH]c(-c2ccccc2)n1)Nc1ccc(Br)cn1	1	2
Cc1ccccc1N1S(=O)(=O)c2ccccc2S1(=O)=O	-1	-1
O=[N+]([O-])c1ccc(N2CCN(Cc3cccs3)CC2)cc1	-8	14
COc1ccccc1CCC(=O)N1CCc2c(c(-c3nc(C)no3)nn2C)C1	-2	5
Other results follow.
SMILES	Pf apPOL inh	mHTT-CaM PPI inh
O=C(NCC1c2ccccc2CCN1S(=O)(=O)CBr)C1CCCCC1 (centres undefined)	-1	1
O=C(Cn1cnc([N+](=O)[O-])n1)Nc1cccnc1Cl	-1	-3
Cc1ccc(C(=O)N2CCC3(CC2)NC(=O)c2ccc(Cl)cc2N3)c(C)c1	3	3
CCc1cccc(NC(=O)N2CC3CC2CC3NS(=O)(=O)c2ccccc2)c1 (centres undefined)	-3	0
COc1ccc(OC)c2sc(N(Cc3ccco3)C(=O)Cc3cccs3)nc12	18	2
Cn1nc(C(F)(F)F)cc1-c1ccc(NC(=O)Nc2cccc(C(F)(F)F)c2)s1	4	x
CCOC(=O)c1cccc(NC(=O)N2CCC3(CC2)Nc2cc(F)ccc2-n2cccc23)c1	-2	68*
Cc1cc(C(=O)N2CC(C(=O)NCCc3ccc(F)cc3)C2)no1	-1	-8
CCN1C(=O)CCC2(CNC(=O)c3ccc(F)cc3)CCCC12 (centres undefined)	-1	-13
Cc1cc(C)n(CC(=O)NN)c(=O)c1C#N	x	-4
CN1CCN(C(=O)c2ccc(CNS(=O)(=O)c3ccc(F)c(Cl)c3)cc2)CC1	-7	-15
O=C(Nc1cccc(Cl)c1)c1cnc(-c2ccccc2)nc1-c1ccncc1	-2	6
CCCc1[nH]n(-c2ccc(F)cc2)c(=O)c1C=NCCc1ccccc1	-7	2
O=C(NCc1ccco1)N1CCC2(CC1)Nc1cc(F)ccc1-n1cccc12	3	47
COc1cccc(CNC(=O)CCS(=O)(=O)Cc2ccccc2C)c1	-10	-1
O=C1C2CC=CCC2C(=O)N1c1ccc(NCCc2cccc(F)c2)c([N+](=O)[O-])c1 (centres undefined)	-18	10
CCc1nc(C)c2c(n1)N(Cc1cccnc1)C(=O)CC2	6	-3
O=C(Cn1c(-c2cncs2)nc2ccccc21)Nc1ccc2c(c1)OCCO2	-7	39
Cc1ccc(NC(=O)c2ccc(SCCN3CCCCC3)nc2)cc1	-4	2
Cc1c(C)n(CC(O)CNC2CCCCC2)c2ccccc12 (centres undefined)	0	3
O=C(c1ccc(OCC2CCN(C(=O)c3ccc(F)cc3)CC2)cc1)N1CCCC1	-5	-1
O=C(Nc1cc(Cl)ccc1Cl)c1cc(-c2ccc3c(c2)OCO3)on1	5	-2
N#Cc1cnc(Sc2nnc(-c3ccncc3)o2)nc1N	-5	x
CCOC(=O)C(O)(c1ccc(N2C(=O)c3ccccc3C2=O)cc1)C(F)(F)F (centres undefined)	-1	x
CCCCc1ccc(-c2nc(C=Nc3ccc(Cl)cc3)c(O)o2)cc1	-3	3

No new results follow: 19 of the compounds above.
SMILES	Pf apPOL inh	mHTT-CaM PPI inh
CCOC(=O)c1cccc(NC(=O)N2CCC3(CC2)Nc2cc(F)ccc2-n2cccc23)c1	-2	68*
Cc1cc(C(=O)N2CC(C(=O)NCCc3ccc(F)cc3)C2)no1	-1	-8
CCN1C(=O)CCC2(CNC(=O)c3ccc(F)cc3)CCCC12 (centres undefined)	-1	-13
Cc1cc(C)n(CC(=O)NN)c(=O)c1C#N	x	-4
CN1CCN(C(=O)c2ccc(CNS(=O)(=O)c3ccc(F)c(Cl)c3)cc2)CC1	-7	-15
O=C(Nc1cccc(Cl)c1)c1cnc(-c2ccccc2)nc1-c1ccncc1	-2	6
CCCc1[nH]n(-c2ccc(F)cc2)c(=O)c1C=NCCc1ccccc1	-7	2
O=C(NCc1ccco1)N1CCC2(CC1)Nc1cc(F)ccc1-n1cccc12	3	47
COc1cccc(CNC(=O)CCS(=O)(=O)Cc2ccccc2C)c1	-10	-1
O=C1C2CC=CCC2C(=O)N1c1ccc(NCCc2cccc(F)c2)c([N+](=O)[O-])c1 (centres undefined)	-18	10
CCc1nc(C)c2c(n1)N(Cc1cccnc1)C(=O)CC2	6	-3
O=C(Cn1c(-c2cncs2)nc2ccccc21)Nc1ccc2c(c1)OCCO2	-7	39
Cc1ccc(NC(=O)c2ccc(SCCN3CCCCC3)nc2)cc1	-4	2
Cc1c(C)n(CC(O)CNC2CCCCC2)c2ccccc12 (centres undefined)	0	3
O=C(c1ccc(OCC2CCN(C(=O)c3ccc(F)cc3)CC2)cc1)N1CCCC1	-5	-1
O=C(Nc1cc(Cl)ccc1Cl)c1cc(-c2ccc3c(c2)OCO3)on1	5	-2
N#Cc1cnc(Sc2nnc(-c3ccncc3)o2)nc1N	-5	x
CCOC(=O)C(O)(c1ccc(N2C(=O)c3ccccc3C2=O)cc1)C(F)(F)F (centres undefined)	-1	x
CCCCc1ccc(-c2nc(C=Nc3ccc(Cl)cc3)c(O)o2)cc1	-3	3

(more compounds)
SMILES	Pf apPOL inh	mHTT-CaM PPI inh
O=S1(=O)CCOC[C@H](CC2CCCCC2)N1Cc1ccc(Cl)cc1	-2	-4
O=C(O)c1ccc(Cl)c(-c2ccc(C=C3C(=O)c4ccccc4C3=O)o2)c1	1	11
CN1C(=O)S/C(=C\c2cn(Cc3ccc(Cl)cc3)c3ccccc23)C1=O	-2	-1
COc1ccc(NC(=O)C2CCN(c3cncnc3N(C)C)CC2)cc1OC	-12	14
COc1cc(CCC(C)NC(=O)c2ccc(C)cc2)ccc1OC(=O)c1ccc(C)cc1 (centres undefined)	0	x
COCC(=O)Nc1c(-c2cccc(F)c2)nc2ccccn12	2	19
CN1C(=O)c2cccnc2Sc2cc(C(=O)NCc3ccc(F)cc3)ccc21	-5	-8
COc1cccc(/C=C2\CCC3=C2OC(N)=C(C#N)C3c2cccc(OC)c2)c1 (centres undefined)	-1	78*
CC(C)(Oc1ccc(Cl)cc1)C(=O)Nc1nnc(-c2cccs2)s1	0&-1	16&-4
Cc1cccc(Cn2cnc3c2c(=O)n(C2CC2)c(=O)n3-c2cccc(F)c2)c1	-5	-1
COc1cc2c(cc1OC)/C(=C/c1cc(OC)c(OC)c(OC)c1)C(=O)N2	x	50
O=C(c1ccccn1)N1CCc2[nH]nc(-c3ccccc3)c2C1	-10	-4
COc1ccc(S(=O)(=O)N(Cc2ccccn2)Cc2ccco2)cc1F	-2	-13
CCOC(=O)COc1ccc2c(c1)OC(=Cc1cccc(OC)c1)C2=O	1	0
O=C(O)Cn1c(SCC(=O)c2ccc(F)cc2)nc2ccsc2c1=O	-4	12
COc1cc(NC(=O)c2cc3c(CO)cnc(C)c3oc2=Nc2ccccc2)cc(OC)c1	-2	-2
CCOC(=O)c1csc(NC(=O)CSc2ccc(C)cc2)n1	-5	-17
CC1=C(C(=O)N2CCOCC2)C(c2cccs2)C2=C(CCCC2=O)N1 (centres undefined)	-4	-2
O=c1cc(-c2ccc(Cl)cc2)cc(-c2ccccc2)[nH]1	5	3
NC(=O)C1CCN(C(=O)CCc2cccc(Oc3ccc(F)cc3)c2)CC1	-9	-5
O=C(Cn1cc([N+](=O)[O-])nc1[N+](=O)[O-])N1CCN(c2ccc(F)cc2)CC1	3	9
c1ccc2c(c1)nc1n2CCN(C2CCCCC2)C1	-4	2
CCOc1cccc(C2CC(c3ccc(C)cc3)=NC3(CCN(C(C)=O)CC3)N2)c1O (centres undefined)	1	21
CC1CCN(C(=O)c2ccc(OCC3CCN(C(=O)Cc4cccs4)CC3)cc2)CC1	2	11
O=C1CSC(c2ccccc2O)N1Cc1ccccc1 (centres undefined)	-10	x
Additional structures
SMILES	Pf apPOL inh	mHTT-CaM PPI inh
O=C(CC1(O)C(=O)N(Cc2ccccc2)c2ccccc21)c1ccc(Br)s1 (centres undefined)	-9	52*
O=C(Cn1cnc2ccccc2c1=O)NCCC(=O)Nc1ccc2c(c1)OCO2	-4	1
CC(=O)c1cccc(NC(=O)c2noc3c2CCCCC3)c1	-4	-16
Cc1ccc(CNC(=O)C2CCN(S(=O)(=O)N3CCC4(CC3)OCCO4)CC2)cc1	-8	-5
CCCC(=O)Nc1c2c(nn1-c1ccc(OC)cc1)CSC2	2	9
CC(=O)c1ccc(NC(=O)CC2SC(=N)NC2=O)cc1 (centres undefined)	-2	-3
O=C(CSc1ncc(CO)n1Cc1ccccc1)Nc1ccc([N+](=O)[O-])cc1	-6	21
CCOc1cc(C2Nc3ccccc3C(=O)N2Cc2ccco2)ccc1O (centres undefined)	-11	2
NC(=O)c1cc2cc(Cl)cc(Cl)c2oc1=Nc1ccccc1F	-4	12
O=C(CC1Sc2ccc(C(F)(F)F)cc2NC1=O)Nc1cccc(Cl)c1 (centres undefined)	13	1
O=C1NC2(CCN(C(=O)c3cccc(F)c3)CC2)Nc2ccccc21	3	-8
Cc1ccccc1NC(=O)/C=C/c1ccc2c(c1)OCO2	-2	4
CCc1ccc(CN(C)CCN(C)C)cc1	-1	8
COc1cccc(OC)c1C(=O)NC(=O)Nc1c(F)cc(F)cc1F	1	x
COc1ccc(C=NCC(O)c2ccccc2)cc1 (centres undefined)	1	21
O=C(Cc1ccccc1)Nc1c(F)c(F)c(F)c(F)c1F	9	-6
Cc1ccc(C)c(S(=O)(=O)N2CCc3c(c(COc4ccccc4)nn3C)C2)c1	-4	-9
CCOc1ccc(NC(=O)N2CC(=O)N3CCc4ccccc4C3C2)cc1 (centres undefined)	-1	-6
CC1CCc2cc(F)cc3c(O)c(C(=O)Nc4ccccn4)c(=O)n1c23 (centres undefined)	-71	1
CCOC(=O)c1cc(C2CC2)nc2ccccc12	-14	x
Cc1cccc(NC(=O)COc2cc(Cl)ccc2Cl)c1	-2	-1
O=C1NC(=O)N(Cc2ccco2)C(=O)/C1=C/c1cn(Cc2cccc(F)c2)c2ccccc12	4	9
c1ccc(-n2nnnc2-n2cnc3ccccc32)cc1	x	-4
Cc1cccc(NC(N)=Nc2nc(C)cc(C)n2)n1	1	3
CC(C)c1ccc(NC(=O)CCNS(=O)(=O)c2ccc(Br)s2)cc1	-10	-2
Other results
SMILES	Pf apPOL inh	mHTT-CaM PPI inh
O=C(O)c1ccc(N2N=C(C(F)(F)F)/C(=C/c3ccc(-c4ccccc4[N+](=O)[O-])o3)C2=O)cc1	2	50*
COc1ccc(-c2nnc(N3CCC(C(=O)NCc4cccc(C)c4)CC3)o2)cc1	-6	27
CCOc1ccc2nc(NC(=O)Cc3csc(NC(=O)NC4CCCC4)n3)sc2c1	-3	-6
CCCn1c(C(=O)N2CCOCC2)cc2sc(Br)cc21	-13	24
Cc1cc(C)c(Cc2c(C)nc3c(C(=O)O)cnn3c2C)c(C)c1	-10	17
COCc1cc(C)nc2sc3c(c12)NC(c1ccccc1O)NC3=O (centres undefined)	-2	-3
Cn1c(SC/C=C/c2ccccc2)nc2ccccc2c1=O	-4	-6
O=C(ON(Cc1c(F)cccc1Cl)Cc1c(F)cccc1Cl)C1CC1	0	x
Cc1ccccc1Cc1c(C)nc2nc(SCC(=O)N3CCOCC3)nn2c1C	-4	14
CCCn1cnc2c(-c3cc(C)ccc3C)csc2c1=O	2	-17
CCC1CN(C(=O)Nc2ccc(OC)c(OC)c2)c2ccccc2O1 (centres undefined)	3	8
O=[N+]([O-])c1cc(I)cc(-c2nnc(-c3ccccc3O)o2)c1	1	3
O=C(c1ccc(OCC2CCCN(C(=O)c3ccc(Cl)cc3)C2)cc1)N1CCOCC1 (centres undefined)	1	2
O=[N+]([O-])c1cccc(C(N2CCOCC2)N2CCOCC2)c1	0	-4
COc1cccc(C=C2Oc3cc(OCC=C(C)C)ccc3C2=O)c1	-3	-6
NC(=O)c1csc(-c2cnccn2)n1	18	-13
CCOC(=O)C(O)(NC(=O)NC(C)=O)C(F)(F)F (centres undefined)	0	x

Compound activity (PubChem BioAssay)

These rows are one share of the data. The share of hits here may be higher or lower than overall.
